Bioassay records from PubChem BioAssay.
KB-3-1 cytotox = kills parental KB-3-1 adenocarcinoma cells. KB-3-1 viability, CellTiter-Glo ATP luminescence, 72 h. Potency, µM (top dose mostly 46.1 µM), for inactives: top-dose activity change, negative = cytotoxic, actives largely listed as cytotoxic. AID 1347075. hit rate 1.4% among 400,000; further: potency means the concentration at half of the fitted maximal effect; on the % scale 0 is the no-effect control and ±100 the full control effect; nearly all actives have a fitted effect of over 60% in size
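72 h, 37 °C compound treatment of KB-3-1 parental cells; CellTiter-Glo added, 10 min, luminescence read. Data corrected against DMSO-only plates and normalized before curve fitting.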
D3 ag = D3 dopamine receptor (human) agonism | P35462 | D3R DiscoveRx beta-arrestin cells, luminescence, 90 min | max activation, % | hit rate 0.58% among 410,000 | AID 652048; in the data active means max activation above about 30%; further: 0% is about no effect; mostly tested at two doses, the higher about 12 µM
Target sequence (P35462 whole entry, looked up): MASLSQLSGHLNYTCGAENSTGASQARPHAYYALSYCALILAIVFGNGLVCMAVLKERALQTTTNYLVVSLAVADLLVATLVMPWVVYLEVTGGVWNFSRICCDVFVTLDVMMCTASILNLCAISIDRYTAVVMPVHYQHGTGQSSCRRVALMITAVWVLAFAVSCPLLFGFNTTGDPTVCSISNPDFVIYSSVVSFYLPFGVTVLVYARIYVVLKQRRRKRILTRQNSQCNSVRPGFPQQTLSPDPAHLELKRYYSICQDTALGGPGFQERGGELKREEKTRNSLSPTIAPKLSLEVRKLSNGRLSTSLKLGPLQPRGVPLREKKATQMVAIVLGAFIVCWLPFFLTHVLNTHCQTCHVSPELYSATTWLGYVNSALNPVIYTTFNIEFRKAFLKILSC
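Agonist mode: compounds and dopamine controls were applied to plated cells for 90 min at 37 degrees C after an overnight attachment at 1500 cells/well. Luminescent read-out followed 30 - 60 minutes at room temperature with DiscoveRx detection reagent.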
KB-V1 cytotox = kills drug-selected multidrug resistant KB-V1 cells | Potency, µM (series often up to 46.1 µM), for the others: at the highest dose activity change, negative = cytotoxicity, hits mostly cytotoxic | hit rate 3.4% among 400,000 | KB-V1 MDR cells viability, CellTiter-Glo, 72 h; further: potency means the concentration at half of the fitted maximal effect; on the % scale 0 is the no-effect control and ±100 the full control effect; nearly all actives have a fitted effect of over 60% in size
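Drug-selected KB-V1 cells, grown in DMEM lacking phenol red with 10% FBS, receive compound titrations; after three days at 37 degrees C, surviving cell ATP is quantified by CellTiter-Glo luminescence and responses normalized and curve-fitted.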
SW480 rerep = inducers of DNA re-replication in SW480 colon cancer cells; SW480 DNA re-replication, Hoechst DNA content imaging, 48 h; Potency, µM (series often up to 46.1 µM), inactives show top-dose re-replication activation, hits mostly activators; hit rate 1.8% among 340,000; AID 624297; further: potency means the concentration at half of the fitted maximal effect; % of control where 0% means no effect; nearly all actives have a fitted effect of over 55% in size
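Readout is total intensity of Hoechst-stained nuclei, excited at 405 nm and collected at 500-530 nm. Compound treatment lasted 48 hr at 37 C in 5% CO2 before staining.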
HT1080 IDH1KD tx = kills HT-1080 cells with IDH1 knockdown | hit rate 2% among 360,000 | HT-1080 IDH1 knockdown viability, ATP luminescence, 48 h | Potency, µM (highest dose often 46.1 µM), without a hit: at the highest dose activity, negative = toxicity, hits mostly cytotoxic | AID 686971;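 further: potency means the concentration at half of the fitted maximal effect; 0% = DMSO wells and -100% = cell-free medium wells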
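Using the IDH1-knockdown HT-1080 line run in the same batch and compound series as the NT line, viability after 48 h at 37 °C was determined by CellTiter-Glo luminescence and expressed as % activity.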
IL1B secr inh = inhibitors of inflammasome signaling (IL-1 beta secretion); AID 743279; THP-1 LPS/ATP IL-1B secretion, AlphaLISA, 16 h; hits give low values; activity change, % at 57.5 µM; hit rate 4.7% among 360,000; in the data active means activity change below about -50%; inconclusive means mostly about -30% to -49%; further: on the % scale 0 is the no-effect control and ±100 the full control effect
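Secreted IL-1B measured by AlphaLISA bead assay after 16 h compound exposure of THP-1 cells; compounds (final up to 57.5 uM) added 1 h before LPS (250 ng/mL) and ATP (1.25 mM) stimulation; lower signal means less secretion.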
GLP-1R agonist = agonists of human GLP-1 receptor. P43220. Potency, µM (series often up to 45.6 µM), inactives show at the top dose activation, usual class: activators. HEK293 GLP-1R CRE-luciferase, luminescence, 4-6 h; cells express a hypersensitive GLP-1R form. hit rate 0.007% among 380,000; further: potency means the concentration at half of the fitted maximal effect; % of control where 0% means no effect
Target sequence (P43220 whole entry, looked up): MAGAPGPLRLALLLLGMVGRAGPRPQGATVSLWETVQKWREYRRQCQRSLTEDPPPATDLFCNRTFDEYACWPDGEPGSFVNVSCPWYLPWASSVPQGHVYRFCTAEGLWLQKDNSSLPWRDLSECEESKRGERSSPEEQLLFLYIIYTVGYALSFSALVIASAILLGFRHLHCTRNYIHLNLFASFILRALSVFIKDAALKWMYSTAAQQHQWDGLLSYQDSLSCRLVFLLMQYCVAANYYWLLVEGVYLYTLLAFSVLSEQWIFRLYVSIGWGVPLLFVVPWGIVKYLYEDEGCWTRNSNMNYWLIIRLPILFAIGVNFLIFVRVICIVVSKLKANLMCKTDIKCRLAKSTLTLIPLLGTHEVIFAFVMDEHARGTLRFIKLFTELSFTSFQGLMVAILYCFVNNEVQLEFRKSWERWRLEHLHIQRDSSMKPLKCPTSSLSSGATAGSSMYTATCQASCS
D3 antag = D3 dopamine receptor (human) antagonism | P35462 | D3R cells, DiscoveRx beta-arrestin luminescence, antagonist mode; hits give low values | max response, negative = inhibition, % | hit rate 2.5% among 360,000 | AID 652054; in the data active means max response below about -50%; inconclusive means no clear call, values can overlap the other calls; further: on the % scale 0 is the no-effect control and ±100 the full control effect; mostly tested at two doses, the higher about 12 µM
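Cells plated overnight at 1500 cells/well, then exposed to library compounds with dopamine controls for 90 minutes at 37 degrees C. DiscoveRx reagent added for 30–60 minutes at room temperature; luminescence read, quantitative HTS format.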
HT1080NT lethal = kills 2HG-producing HT-1080-NT fibrosarcoma cells | AID 686970 | HT-1080-NT fibrosarcoma viability, CellTiter-Glo ATP luminescence, 48 h | hit rate 1.6% among 360,000 | Potency, µM (titrated, usually from 46.1 µM), for inactives: at the top dose activity, negative = less viability, actives largely listed as cytotoxic;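 further: NT is the 2HG producing partner of a matched IDH1 knockdown line; potency means the concentration at half of the fitted maximal effect; 0% = DMSO-treated cells and -100% = media-only wells without cells; nearly all actives have a fitted effect of over 55% in size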
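Fibrosarcoma NT cells, 750 per well in 5% FBS RPMI, were exposed to compound for 48 hours. Viability: CellTiter-Glo luminescence.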
Starred values were filed as active, the others as inactive; ? = inconclusive; / = not tested or not shown; & = joins results of further samples; [ ] = another dose, or the depositor's remark. Unless noted, the call rests on the fitted dose curve; in most records, active means well fitted curve in the direction sought with a large enough effect; inconclusive means small, poorly fitted or top-dose-only effect, or another doubt; inactive means no such curve, though single readings can be large; an effect the other way counts as inactive or inconclusive.

SMILES	KB-3-1 cytotox	D3 ag	KB-V1 cytotox	SW480 rerep	HT1080 IDH1KD tx	IL1B secr inh	GLP-1R agonist	D3 antag	HT1080NT lethal
Cc1cccc(NC(=O)COC(=O)Cc2cccc(C(F)(F)F)c2)c1C	?	13	?	-10%	0%	18	-3%	8	3%
CC(=O)c1ccc(N=Nc2c(C)[nH]n(-c3ccccc3)c2=O)cc1	-6%	-17	-26%	-1%	7%	26	-5%	-28	19%
COc1ccccc1C#CC1=CC(=O)CC(C)(C)C1	-26%	-6	?	/	-7%	?	-1%	-17	-8%
CC1(C(=O)O)CCCN1C(=O)c1cccc(OC(F)(F)F)c1 (stereo not given)	0%	-13	1%	/	4%	23	-4%	0	22%
CCOC(=O)c1c(NC(=O)C(C)Sc2cn(CCNC(=O)c3c(F)cccc3F)c3ccccc23)sc2c1CCC2 (stereo not given)	-4%	9	-4%	/	/	/	2%	/	/
CN1CCN(S(=O)(=O)c2ccc(N3CCN(C(=O)c4ccccc4)CC3)nc2)CC1	-2%	9	?	-6%	6%	17	8%	2	3%
COc1cc(-c2nc(C(=O)NC3CCN(Cc4ccccc4)CC3)cc3c2[nH]c2ccccc23)cc(OC)c1OC	-2%	-63	?	?	?	-12	8%	-117*	?
Nn1c(SCc2cccc(F)c2)nnc1-c1cccnc1	-2%	-8	-15%	51%	10%	/	2%	14	12%
O=C(CNC1CCCCC1)NN=C(c1ccccc1)c1ccccc1	-1%	-11	?	0%	-6%	-64*	7%	3	-1%
Cc1ccc(NC(=O)CN2C(=O)NC(C)(C3CC3)C2=O)cc1S(=O)(=O)N1CCCCC1 (stereo not given)	3%	2	-7%	-8%	0%	-8	-9%	14	-1%
CCOC(=O)c1sc(NC(=O)CSc2nnc(-c3ccco3)o2)c(C(=O)OCC)c1C	-1%	-1	-2%	-3%	1%	-5	-1%	1	3%
Cc1nc(C(=O)Nc2ccc(Cl)cc2)sc1C1(C)CC(c2ccccc2)=NO1 (stereo not given)	0%	16	?	?	-1%	-17	1%	24	6%
CC1(C)CCC/C(=C\c2ccccc2)C1=O	?	-14	4%	6%[9.22 µM]	9%	-6	-1%	0	7%
NCCC1CCCC(CCN)N1 (stereo not given)	0%	15	24%	-16%	6%	12	?	28	24%
O=c1c(OC2OC(CO)C(O)C(O)C2OC2OC(CO)C(O)C(O)C2O)c(-c2ccc(O)cc2)oc2cc(O)cc(O)c12 (stereo not given)	0%	24	0%	-33%[inhibitor]	8%	6	-1%	39	10%

Continued; it opens with the two that closed the last part.
SMILES	KB-3-1 cytotox	D3 ag	KB-V1 cytotox	SW480 rerep	HT1080 IDH1KD tx	IL1B secr inh	GLP-1R agonist	D3 antag	HT1080NT lethal
NCCC1CCCC(CCN)N1 (stereo not given)	0%	15	24%	-16%	6%	12	?	28	24%
O=c1c(OC2OC(CO)C(O)C(O)C2OC2OC(CO)C(O)C(O)C2O)c(-c2ccc(O)cc2)oc2cc(O)cc(O)c12 (stereo not given)	0%	24	0%	-33%[inhibitor]	8%	6	-1%	39	10%
O=C(NCc1cn(-c2ccccc2)nc1-c1ccc(F)cc1)c1cccc([N+](=O)[O-])c1	0%	-5	?	?	-5%	-75*	11%	12	-10%
COc1cc(CCN=Cc2cc(Cl)cc(Cl)c2O)c([N+](=O)[O-])cc1OC	3%	-22	-11%	/	5%	27	-4%	-50*	1%
CN1CCN(NC(=O)/C=C/c2cccc([N+](=O)[O-])c2)CC1	13%	15	1%	-4%	1%	7	10%	-15	-9%
Fc1ccc(-c2cc(-c3ccc(F)cc3)c3c(n2)-c2cc(F)ccc2OC3)cc1	-4%	-4	-2%	/	/	/	2%	/	/
COc1ccccc1C(=O)Nc1ccnn1C1CCN(C2CCCCC2)CC1	0%	-4	-24%	/	-1%	0	1%	-19	-3%
COc1ccc(C(=O)Nc2cccc3nc(C)ccc23)cc1OC	0%	-6	-6%	?	9%	-23	-1%	8	0%
FC(F)C(F)(F)C(F)(F)C(F)(F)c1cc(-c2ccccc2)n[nH]1	?	2	?	?	?	?	-7%	9	?
c1ccc(Sc2cccc3ccccc23)c(CNC2=NCCN2)c1	?	-17	-8%	10%	?	?	-7%	-21	-28%
COc1ccc(NC(=O)/C(C#N)=C/c2ccc[nH]2)c(OC)c1	0%	4	0%	-3%	-1%	35	4%	3	3%
Cn1ccnc1SCC(=O)Nc1ccccc1	11%	0	6%	-1%	17%	9	-6%	-6	23%
O=C(NCc1ccc(Cl)cc1)c1cc(S(=O)(=O)N2CCCCC2)c[nH]1	-13%&3%	-1&-2	8%&-1%	-12%	3%	?	-5%	-54*	5%
CC(=O)N1C[C@@H](CO)[C@@H](N(C)C(=O)C2CCCCC2)C[C@H]1c1ccccc1	-1%	-1	0%	/	2%	-14	-6%	-9	22%
COC(=O)C(CC(C(=O)OC)C(=O)OC)C(=O)OC	10%	-5	11%	4%	11%	27	17%	13	7%
CCCc1nnc(NC(=O)c2cc(OC)cc(OC)c2)s1	15%	1	-5%	1%	0%	2	7%	4	0%
COC(=O)[C@]12CCCCC=C1N(Cc1cccc3ccccc13)C(=O)[C@H](CC(=O)NCCc1ccccc1OC)C2	?	-4	?	/	-30%	0	-4%	5	?

Further structures
SMILES	KB-3-1 cytotox	D3 ag	KB-V1 cytotox	SW480 rerep	HT1080 IDH1KD tx	IL1B secr inh	GLP-1R agonist	D3 antag	HT1080NT lethal
CC(=O)c1ccc(-c2cnc3c(NC=O)cc(-c4ccc(C(=O)NC5CC5)cc4)cn23)cc1	-13%	-1	-21%	/	7.3µM*	-64*	11%	74	15µM*
O=C(NCCCn1ccnc1)c1ccc(Br)cc1	-5%	-11	-1%	-7%	0%	-10	7%	-11	-1%
CCn1c(Cc2ccccc2)nnc1SCc1cccc(C(=O)O)c1	3%	2	-1%	4%	4%	6	0%	19	7%
COCCCNC(=O)COc1ccc(Cl)c(C)c1	0%	-5	-8%	-1%	3%	3	1%	-19	0%
COc1ccc(C(C(=O)NC(C)(C)C)n2c(COc3ccc(C)cc3)nc3ccccc32)cc1 (stereo not given)	-5%	-14	?	/	?	-26	/	-17	?
O=C(Nc1ccccc1)Nn1cnnc1	5%	5	2%	8%	15%	18	1%	22	4%
Cc1nnc(NC(=O)c2ccc(-c3cccc(C(F)(F)F)c3)o2)s1	1%	-2	9%	-4%[9.22 µM]	2%	0	6%	6	1%
C[C@@H]1CN([C@@H](C)CO)C(=O)c2cc(Br)cnc2O[C@H]1CN(C)C(=O)c1ccncc1	-3%	4	10%	/	8%	38	-5%	-8	0%
O=c1c2ccccc2n(Cc2cccc(F)c2)c(=O)n1C1CCCC1	-7%	5	?	-2%	-8%	16	-4%	?	-18%
Cc1ccc(-c2nnc3c4ccccc4c(C)nn23)cc1S(=O)(=O)N1CCN(CCO)CC1	?	8	0%	5%	-27%	?	?	-5	-26%
O=C(COC(=O)CN1C(=O)c2ccccc2C1=O)Nc1ccccc1C(F)(F)F	-4%	-6	8%	/	1%	28	10%	0	0%
Cn1c(=O)c2cc(S(=O)(=O)NCCC(=O)NC3CCCCCCC3)ccc2n(C)c1=O	-7%	4	-21%	-6%	-24%	-8	12%	-5	-1%
Nn1c(SCC(=O)NC2CCCC2)nnc1C(F)(F)F	0%	-5	14%	/	-1%	8	-5%	6	1%
CCOc1cc(C=O)cc(Br)c1OCC(=O)NCCc1ccccc1	8%	3	0%	-3%	8%	-3	7%	13	0%
O=C(O)/C=C/C(=O)N1CCN(S(=O)(=O)c2cc(C(F)(F)F)ccc2Cl)CC1	12%	-7	?	-1%	25%	9	5%	-8	2%

(next part)
SMILES	KB-3-1 cytotox	D3 ag	KB-V1 cytotox	SW480 rerep	HT1080 IDH1KD tx	IL1B secr inh	GLP-1R agonist	D3 antag	HT1080NT lethal
O=C(CN(Cc1ccco1)C(=O)CNS(=O)(=O)c1ccc(F)cc1)NCc1ccccc1	-1%	-4	-6%	-2%	0%	-14	6%	-11	0%
C#CCOCCOCCOCCNc1nc(N2CCN(C(=O)[C@H](CCCCN)n3cc([C@@H](N)CO)nn3)CC2)nc(N2CCN(C(=O)[C@H](Cc3ccc(O)cc3)n3cc([C@@H](N)CC(C)C)nn3)CC2)n1	17%	2	-2%	8%	-3%	6	-4%	-5	-1%
Nc1ccc(C23CC4CC(CC(O)(C4)C2)C3)cc1	-2%	0	?	7%	-4%	-16	-34%[inhibitor]	-50*	-5%
CC(=O)c1cccc(NC(=O)CN2C(=O)C3C4C=CC(C4)C3C2=O)c1 (stereo not given)	-12%	-5	4%	-2%	22%	9	-7%	-18	-1%
O=C(c1ccccc1F)N1CCN(c2ncccn2)CC1	21%	-7	17%	1%[9.22 µM]	20%	-17	2%	-2	17%
O=C1CC(NS(=O)(=O)c2cccs2)CN1c1ccc(Cl)cc1 (stereo not given)	-2%	-5	-21%	-23%	-9%	11	20%	-10	0%
COc1ccc2ccccc2c1C(=O)/C=C\c1ccoc1	-1%	1	0%	3%	-17%	-56*	-3%	-3	-24%
Cc1ccc(C)c(NC(=S)c2ccc3ccccc3n2)c1	?	-5	-2%	1%	-3%	-6	4%	9	-9%
Cn1c2c(c(=O)n(C)c1=O)C(NC(=O)c1ccco1)(C(F)(F)F)C(=O)N2 (stereo not given)	-10%	0	-7%	0%	13%	-2	-8%	-23	10%
Cc1cc(-c2nnc(CCC(=O)N(C)CCc3ccccc3)o2)no1	20%	1	4%	-8%	16%	0	4%	-2	17%
CC(C)(C)c1ccc(COn2ccnc2)cc1	-5%	-4	3%	-136%[inhibitor]	-7%	-5	10%	-16	13%
O=C(CSc1nc(-c2ccc(F)cc2)cs1)NC(=O)NCc1ccco1	-5%	-3	-10%	9%	1%	21	-5%	-8	10%
COc1ccc(CCNC(=O)CCN2C(=O)C(C)Oc3ccc(C)cc32)cc1OC (stereo not given)	14%	2	8.2µM*	0%	-13%	0	25%	6	0%
COc1ccccc1NC(=O)COn1nnc2ccc(S(=O)(=O)N3CCOCC3)cc21	?	3	?	1%	-7%	15	19%	18	1%
